CDK5 p35 inh: inhibitors of human CDK5/p35 kinase. Q00535+Q15078. Recombinant CDK5/p35, ADP-Glo luminescence, 60 min. inhibition, % at 10 µM. 0.01% of 330,000 active. AID 488839;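 active means highest replicate inhibition of at least 50% and at least 75% of replicates reaching 50%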;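 further: plate controls were DMSO neutral control for no effect and GW8510 at 10 µM for full effect; many of its hits are not listed in these tables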
PKA-R2B act: PKA-R2B complex activation. P22694+P31323. PKA-R2B holoenzyme dissociation, Cy5-IP20 fluorescence polarization; R2B truncated from residue 108, S112A mutant; 0% DMSO only, 100% 113 µM cGMP. activation, % at 11.4 µM. 0.079% of 340,000 active. AID 504700;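 active means activation above a cutoff set at the mean over all compounds plus 3 SD, cut at about 18% in these data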;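 further: higher means more holoenzyme dissociation and a rise in polarization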
DSG3 Ab inh: blocks pemphigus antibody binding to human desmoglein-3; DSG3-coupled beads, scFv-anti-DSG3-GFP binding, flow cytometry; active compounds read low; 0.48% of 310,000 active; binding (percent of control), % at 10 µM; AID 588358; P32926;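 active means binding more than 3 SD below its plate's average and above zero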;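 further: hits lower antibody fragment binding to DSG3; some compounds called inactive have numbers as strong as hits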
dFosB activator: mouse delta FosB homodimer activation. P13346. AID 493131. purified delta FosB, TAMRA-CDK5 oligo fluorescence polarization; percent of positive-control signal above neutral wells. activation, % at 25 µM. 0.99% of 340,000 active;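 active means mean activation above about 17%, with every replicate also reaching it, limit read from the data, passing the limit was not always enough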;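 further: fluorescence polarization rise as delta FosB binds a TAMRA Cdk5 AP-1 oligo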
Target sequence (P13346 whole entry, looked up): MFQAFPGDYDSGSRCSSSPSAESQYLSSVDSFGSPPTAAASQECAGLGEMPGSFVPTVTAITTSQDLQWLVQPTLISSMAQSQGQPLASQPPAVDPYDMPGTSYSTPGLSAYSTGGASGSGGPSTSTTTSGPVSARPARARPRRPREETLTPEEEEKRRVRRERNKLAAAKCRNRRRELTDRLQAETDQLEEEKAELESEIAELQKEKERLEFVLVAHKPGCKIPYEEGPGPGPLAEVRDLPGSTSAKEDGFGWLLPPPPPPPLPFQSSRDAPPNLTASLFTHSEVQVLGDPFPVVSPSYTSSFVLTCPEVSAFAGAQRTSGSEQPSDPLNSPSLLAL
NSD2 HMT inh: inhibitors of human histone methyltransferase NSD2; O96028; NSD2 peptide methylation, AlphaScreen, 120 min; 0.54% of 310,000 active; inhibition, % at 12.5 µM; AID 743445; in the data active means inhibition above about 50%
SR-BI DiI inh: mouse SR-BI HDL lipid transfer inhibition; Q61009; ldlA[mSR-BI] CHO cells, DiI-HDL uptake fluorescence, 3 h; inhibition, % at 12.5 µM; 0.96% of 320,000 active; AID 488896;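 active means mean replicate inhibition of at least 70% and a set share of replicates each scoring 70 or more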;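 further: 0% = median of neutral control wells and 100% = median of positive control wells; values of inactives mirror those of a sister screen read the other way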
Target sequence (Q61009 whole entry, looked up): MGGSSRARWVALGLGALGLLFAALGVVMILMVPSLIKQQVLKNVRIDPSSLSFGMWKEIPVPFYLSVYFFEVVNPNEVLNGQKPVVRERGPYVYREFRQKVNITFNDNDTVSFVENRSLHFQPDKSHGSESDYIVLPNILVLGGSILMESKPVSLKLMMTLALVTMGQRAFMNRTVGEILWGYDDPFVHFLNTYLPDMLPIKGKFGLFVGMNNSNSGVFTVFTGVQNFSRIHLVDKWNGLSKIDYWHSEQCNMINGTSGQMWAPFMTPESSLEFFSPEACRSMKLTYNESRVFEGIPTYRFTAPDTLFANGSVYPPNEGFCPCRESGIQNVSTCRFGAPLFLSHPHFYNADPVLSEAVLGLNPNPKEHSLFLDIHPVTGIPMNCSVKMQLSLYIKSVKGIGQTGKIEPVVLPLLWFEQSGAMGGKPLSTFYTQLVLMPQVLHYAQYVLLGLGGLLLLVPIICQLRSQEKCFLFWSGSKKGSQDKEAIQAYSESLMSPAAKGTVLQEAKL
Arr AP2 block: human beta-arrestin and AP2 interaction inhibition. FITC-arrestin peptide / GST-AP2 beads, flow cytometry; AP2 beta2 appendage carries R879A mutation. inhibition, % at 10 µM. 0.31% of 340,000 active;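 active means inhibition above a set limit, near 3 SD of compounds lacking own fluorescence, cut at about 54% in these data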;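 further: plate controls were DMSO wells for no effect and 5 µM unlabelled arrestin peptide for full effect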
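test system = AP2 appendage R879A on GSH beads | buffer or medium = PBS plus Tween 20 (0.05%) and BSA (0.1%) | incubation = 12 min plus 1 h, RT | detection = bead flow cytometry, FITC channel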
SUMO Mot1 rescue: inhibitors of SUMOylation pathway: yeast Mot1-301 growth rescue | S. cerevisiae Mot1-301 growth rescue, ATP luminescence, 38.5C; percent above DMSO median, 100 means doubled | growth rescue, % at 18.8 µM | 1% of 320,000 active | AID 2716;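 active means every valid replicate shows activation above 250% relative to neutral control wells; inactive means the rest, any valid replicate at or below 250%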;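 further: OY570 slx delta 5 strain wells were the positive control but not used for scaling; some compounds called inactive have numbers as strong as hits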
MITF TRPM1 HTS: increases MITF-driven TRPM1 promoter luciferase signal; 0.75% of 300,000 active; SK-MEL-5 TRPM1-promoter luciferase, 24 h; % of positive control, neutral wells = 0; activation, % at 12.5 µM;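 active means mean activation of at least 80% with every replicate also reaching 80%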;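 further: 0% = neutral control wells and 100% = parthenolide positive control wells; values of inactives mirror those of a sister screen read the other way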
SR-BI DiI-HDL act: enhances SR-BI lipid uptake from DiI-HDL; AID 504775; 0.096% of 320,000 active; CHO ldlA[mSR-BI] cells, DiI-HDL uptake fluorescence, 3 h; 100 = double the neutral-control signal; activation, % at 12.5 µM;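 active means mean replicate activation of at least 60% and every replicate at or above 60%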;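 further: 0% = median plate neutral-control signal and 100% = twice that signal; values of inactives mirror those of a sister screen read the other way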
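Test system: SR-BI-overexpressing, LDLR-lacking CHO cells; Medium: Ham's F12 with 0.5% BSA, HEPES 25 mM, pH 7.4; Schedule: 3 h, 37 °C; Technique: bottom-read fluorescence, 550/595 nm.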
PKA-R1A act: PKA-R1A complex activation; PKA-R1A dissociation, Cy5-IP20 fluorescence polarization; scaled: DMSO 0%, 113 µM cGMP 100%; activation, % at 11.4 µM; 0.083% of 340,000 active; AID 504707;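 active means percent activation above the mean of all tested compounds plus 3 SD, cut at about 19% in these data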;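 further: higher means more PKAc released from R1A so a rise in polarization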
* = called active by the depositor; . = no result given; & = joins results of further samples.

Results follow in this order: CDK5 p35 inh	PKA-R2B act	DSG3 Ab inh	dFosB activator	NSD2 HMT inh	SR-BI DiI inh	Arr AP2 block	SUMO Mot1 rescue	MITF TRPM1 HTS	SR-BI DiI-HDL act	PKA-R1A act
- Cc1ccc(C(c2c(C)[nH][nH]c2=O)c2c(C)[nH][nH]c2=O)cc1
 : 1.1	-7	102	6	-1	-20	-2	3	6	20	-9
- CCc1ccccc1OCC(=O)NCC1COc2ccccc2O1 (centres undefined)
 : 0.6	3	97	-4	0	0	-10	10	-6	0	6
- COc1cc(CNn2cnnc2)ccc1OCC(=O)NC1CCCCC1
 : -0.9	-10	92	-2	8	.	-8	-16	5	.	-2
- Cn1nc(C(F)(F)F)c(/C=N/OC(=O)c2ccccc2)c1SCc1ccccc1Cl
 : -1.5	-17	.	-5	1	17	-10	0	.	-17	-14
- COc1cc(Cl)ccc1OCc1cc(C(=O)NC(C)Cc2cccnc2)no1 (centres undefined)
 : -0.3	1	102	-5	1	43	37	6	44	-43	2
- COc1ccccc1C=NNC(=O)c1ccncc1
 : -0.6	-3	98	-16	-1	7	-1	.	-5	-7	10
- O=C(Nc1ccc2c(c1)OCO2)C(c1ccc(Cl)cc1)N1CCC2(CC1)OCCO2 (centres undefined)
 : 0.7	-8	108	-9	.	-3	0	.	.	3	-2
- C/C(CC(=O)NCc1ccc(Cl)cc1)=N\NC(=O)Cc1ccccc1
 : 1.3	-2	108	-7	-1	-21	4	217	9	21	6
- CC(CC(=O)Nc1nc2ccccc2[nH]1)n1ccnc1 (centres undefined)
 : 0.6	9	119	-5	.	-28	-8	12	-8	28	2
- COc1cccc(C(=O)Nc2ccc(NC(=O)c3cc4ccccc4o3)c(OC)c2)c1
 : -1.8	-6	116	1	-2	61	-6	174	.	-61	-9
- Cc1ccc(S(=O)(=O)NCCC(=O)N2CCN(S(=O)(=O)c3ccccc3)CC2)cc1C
 : 1.0	4	100	-5	-3	-4	13	-4	-8	4	3
- COc1ccc(C(=O)NCCC2=CCCCC2)cc1S(=O)(=O)N1CCOCC1
 : -4.7	-13	104	-5	1	-1	3	78	9	1	0
- C[C@@H](c1ccccc1)N1Cc2ccccc2Oc2cc(Br)ccc2S1(=O)=O
 : 0.1	-3	102	-5	.	5	24	.	-6	-5	-5
- O=C(CCN1c2ccccc2Sc2ccccc21)OCC(=O)N1CCN(C(=O)c2ccco2)CC1
 : -1.3	-6	100	-8	-3	35	25	536	-9	-35	-3
- Cc1ccc(C2C=C(c3ccc4c(c3)OCO4)Nc3ncnn32)cc1 (centres undefined)
 : 1.6	-2	98	-30	.	-10	-44	.	9	10	-8
- O=C(N/N=C/c1cc([N+](=O)[O-])ccc1O)c1cccc2ccccc12
 : -2.1	4	.	13	-4	129*	10	-6	-41	-129	18
- O=C(COc1ccc(Br)cc1F)NC1CCN(Cc2ccccc2)CC1
 : 2.4	9	108	-1	2	-8	4	0	3	8	-1
- O=C1NC2(CCCCC2)Cc2ccccc21
 : 1.3	6	105	-2	3	-1	-6	6	1	1	-10
- CN(c1ccccc1)S(=O)(=O)c1cccc(C(=O)OCC(=O)NCCCN2CCCC2=O)c1
 : 1.2	-2	90	4	-3	11	42	30	14	-11	-5
- CCC(C)NC(=O)c1ccc(COc2ccccc2Cl)cc1 (centres undefined)
 : -0.7	-5	105	0	-2	52	4	-1	56	-52	-4
- CN1CCN(C(=O)C2=C[C@H](c3csc4ccccc34)C[C@H](OCc3ccc(CO)cc3)O2)CC1
 : 0.0	-10	99	-7	.	-18	2	14	12	18	3
- Cc1ccc2cc(C)c3nnc(SCC(=O)N4CCN(C(=O)c5ccco5)CC4)n3c2c1
 : 1.0	-3	97	-4	-1	46	2	2	2	-46	3
- c1ccc2sc(SCc3ccc(-c4nnco4)cc3)nc2c1
 : 0.8	-4	94	-13	5	12	3	12	24	-12	-8
- COC(=O)c1cc(C)sc1NC(=O)CN1CCN(C(=O)C2CCCO2)CC1 (centres undefined)
 : -6.1	-9	108	3	-4	-14	-7	41	-3	.	-6
- Cc1ccc(S(=O)(=O)N2CCC[C@H]2C(=O)OCc2cc(=O)oc3cc(C)ccc23)cc1
 : -0.1	-10	123	-14	-3	13	3	.	12	-13	2
- CC[C@]12C(=O)N(C)C[C@H]([C@@H]3C(=O)N(C)C(=O)[C@@H]31)N2C(=O)c1ccc(C)cc1
 : -2.0	3	102	2	.	-18	6	.	4	18	3
- COc1cc(/C=N/NC(=O)c2ccc(O)cc2)ccc1OCC(=O)N1CC(C)OC(C)C1 (centres undefined)
 : 0.7	-12	99	-4	2	17	-17	93	-8	-17	0
- CCc1ccc(NC(=O)Cn2cnc3sc(C)c(S(=O)(=O)N4CCOCC4)c3c2=O)cc1
 : -0.9	-1	.	5	1	.	0	6	-8	.	-2
- CC(C)(C)OC(=O)NCCCCCc1nnc(SCc2ccccc2F)o1
 : 0.9	3	107	-9	-7	17	-11	-7	-14	-17	-6
- CCc1cc2c(=O)[nH]c(Cc3ccc(OC)cc3)nc2s1
 : -0.6	5	99	-7	-2	-25	-8	.	-11	25	6
- COc1ccccc1OCC(=O)N/N=C/C=C/c1ccc([N+](=O)[O-])o1
 : -1.2	-8	90	2	5	-1	2	11	-75	1	1
- CC(Oc1ccccc1C(N)=O)C(=O)Nc1ccc(S(=O)(=O)N2CCCC2)cc1 (centres undefined)
 : 0.6	3	99	-6	-1	28	9	-1	3	-28	-1
- COC(=O)/C=C1/S/C(=N/NC(=O)c2ccccc2)NC1=O
 : -1.0	-14	101	-2	2	-17	8	3	.	17	1
- COc1ccc(C)cc1NC(=O)/C=C/c1ccc(OC)c(S(=O)(=O)N2CCOCC2)c1
 : -0.8	-8	100	-10	43	69	12	-14	6	-69	-4
- Oc1ccc2ccccc2c1C=NNc1ccccn1
 : 2.0	-4	109	-8	-3	31	18	.	11	-31	5
- O=C1CC(c2ccc3c(c2)OCO3)CN1 (centres undefined)
 : -2.0	2	70	5	1	.	-5	5	2	.	-2
- COC(=O)c1ccc2c(=O)n(CCN3CCOCC3)c(=S)[nH]c2c1
 : -0.8	8	103	-8	-1	0	3	-4	-7	0	1
- COc1ccc(Br)cc1S(=O)(=O)Nc1ncn[nH]1
 : 1.0	8	.	-2	0	-19	-4	-8	3	19	2
- COc1ccc(-c2ccc(SCC(=O)N3CCCC3)nn2)cc1OC
 : -1.0	5	96	-9	1	5	1	46	6	-5	1
- COC(=O)c1nn(Cc2ccccc2)c(=O)c2ccccc12
 : -4.1	-9	127	11	-4	-13	6	-1	-11	13	-5
- CC(C)CNC(=O)NC(=O)COC(=O)c1cc(F)cc(F)c1
 : 0.4	4	97	1	.	-41	1	8	-17	41	5
- CCCC(c1nnnn1CCOC)N1CCN(c2nc3ccccc3s2)CC1 (centres undefined)
 : 4.6	2	102	-4	-2	-6	9	41	-12	6	-12
- O=C(NC(=S)NC1CCC(O)CC1)c1ccco1 (centres undefined)
 : -0.7	2	97	3	-2	-13	2	2	5	13	0
- COCCCC/C(=N\OCCN)c1ccc(C(F)(F)F)cc1
 : -1.6&-0.4&0.5&-0.7&-0.6	-2&4&-2&4&9	100&111&108	-6&-4&2&-2&-8	.	-24&-15&-4&0&-4	-1&5&1&0&19	-6&8&-3&-6	24&20&16&24&5	24&15&4&0&16	1&-4&-3&0&-2
- CC1CN(c2oc(COc3ccc(Cl)cc3Cl)nc2C#N)CC(C)O1 (centres undefined)
 : 2.3	1	96	-6	0	81*	1	285	4	-81	-3
- CCOC(=O)C(Cc1ccc(NC(=O)/C(=C\c2ccccc2)NC(=O)c2ccccc2)cc1)N1C(=O)c2ccccc2C1=O (centres undefined)
 : 1.1	-12	108	-2	-3	12	-5	-3	1	-12	1
- CC(C)N(Cc1ccccc1)C(=O)COC(=O)c1ccc2c(c1)OCCO2
 : -1.9	-13	.	-8	-2	-18	5	10	12	18	-1
- COc1cc(C(=O)N(Cc2ccccc2)c2cccc(C)c2)ccc1OC(F)F
 : -0.7	-4	112	-4	-3	5	-9	4	0	-5	-4

Ordered by the number under NSD2 HMT inh (descending): three from the list above.
molecule,CDK5 p35 inh,PKA-R2B act,DSG3 Ab inh,dFosB activator,NSD2 HMT inh,SR-BI DiI inh,Arr AP2 block,SUMO Mot1 rescue,MITF TRPM1 HTS,SR-BI DiI-HDL act,PKA-R1A act
COc1ccc(C)cc1NC(=O)/C=C/c1ccc(OC)c(S(=O)(=O)N2CCOCC2)c1,-0.8,-8,100,-10,43,69,12,-14,6,-69,-4
COc1ccccc1OCC(=O)N/N=C/C=C/c1ccc([N+](=O)[O-])o1,-1.2,-8,90,2,5,-1,2,11,-75,1,1
O=C(NC(=S)NC1CCC(O)CC1)c1ccco1 (centres undefined),-0.7,2,97,3,-2,-13,2,2,5,13,0

Source: PubChem BioAssay
